# PTHR1 ag = agonists of human PTHR1 parathyroid hormone receptor; Q03431; HEK293 GP2 PTHR1 cells, GloSensor cAMP luminescence, 1 h; Potency, µM (series often up to 115 µM), for the others: top-dose activation, actives largely listed as activators; 0.075% of 410,000 active; AID 743266; note: potency is the fitted concentration of half-maximal effect; nearly all actives have a fitted effect of over 55% in size; some results filed as inactive show a strong effect at the top dose; inactives centre near -15; many of its hits are not listed in these tables
#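 HEK-293-derived GP2 cells expressing PTHR1 and a GloSensor cAMP reporter, 3,000/well, plated overnight, given luciferin plus IBMX (each 0.5 mM as added) for 1 h at 37 °C, then compound for 1 h at 37 °C. Luminescence was read after 15 min at room temperature.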
# DRD3 antagonist = blocks the human D3 dopamine receptor; 2.5% of 360,000 active; P35462; AID 652054; max response, negative = inhibition, %; D3R cells, DiscoveRx beta-arrestin luminescence, antagonist mode; hits give low values; in the data active = max response below about -50%; inconclusive = no clear call, values can overlap the other calls; note: % is set by controls: 0 for no effect and ±100 for the full control effect; mostly tested at two doses, the higher about 12 µM
# Target sequence (P35462 whole entry, looked up): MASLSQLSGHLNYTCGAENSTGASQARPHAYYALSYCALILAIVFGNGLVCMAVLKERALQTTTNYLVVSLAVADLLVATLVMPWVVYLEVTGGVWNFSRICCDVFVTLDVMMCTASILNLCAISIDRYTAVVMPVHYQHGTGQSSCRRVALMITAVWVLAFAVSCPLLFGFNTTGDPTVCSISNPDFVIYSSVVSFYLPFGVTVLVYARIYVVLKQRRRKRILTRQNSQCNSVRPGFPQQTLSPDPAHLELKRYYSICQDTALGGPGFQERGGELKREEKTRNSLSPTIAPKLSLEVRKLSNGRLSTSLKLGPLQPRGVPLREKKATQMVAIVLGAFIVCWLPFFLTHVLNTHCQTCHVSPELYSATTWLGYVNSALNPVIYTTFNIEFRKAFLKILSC
#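 Cells expressing the human receptor were seeded at 1500 cells/well, incubated overnight at 37 degrees C in 5% CO2, then exposed to library compounds with dopamine controls for 90 minutes at 37 degrees C before luminescent detection.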
# TDP43 rescue = TDP-43 toxicity inhibition in yeast. TDP-43 expressing yeast growth rescue, BacTiter-Glo, 24 h. AID 652104. 1.8% of 410,000 active. Potency, µM (doses to about 46.1 µM), for inactives: at the top dose growth rescue (activation), usual class: activators; note: potency is the fitted concentration of half-maximal effect; % of control where 0% means no effect; nearly all actives have a fitted effect of over 50% in size
#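 Yeast cells expressing TDP-43 under galactose induction are exposed to compounds for 24 hr at 30 deg C. BacTiter-Glo luminescence measures growth, so protective compounds score as activators.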
# KB-V1 cytotox = kills drug-selected multidrug resistant KB-V1 cells. KB-V1 MDR cells viability, CellTiter-Glo, 72 h. Potency, µM (titrated, usually from 46.1 µM), for the others: top-dose activity change, negative = cytotoxicity, actives largely listed as cytotoxic. AID 1347076. 3.4% of 400,000 active; note: potency is the fitted concentration of half-maximal effect; % is set by controls: 0 for no effect and ±100 for the full control effect; nearly all actives have a fitted effect of over 60% in size
#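 KB-V1, DMEM (no phenol red) + 10% FBS; cpd pin-transferred, titration series; 72 h, 37 degrees C; CellTiter-Glo, luminescence. Data normalized, curve-fit.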
# GLP-1R agonist = activates the human GLP-1 receptor; P43220; HEK293 GLP-1R CRE-luciferase, luminescence, 4-6 h; cells express a hypersensitive GLP-1R form; Potency, µM (doses to about 45.6 µM), without a hit: top-dose activation, usual class: activators; 0.007% of 380,000 active; AID 624172; note: potency is the fitted concentration of half-maximal effect; % of control where 0% means no effect
# Target sequence (P43220 whole entry, looked up): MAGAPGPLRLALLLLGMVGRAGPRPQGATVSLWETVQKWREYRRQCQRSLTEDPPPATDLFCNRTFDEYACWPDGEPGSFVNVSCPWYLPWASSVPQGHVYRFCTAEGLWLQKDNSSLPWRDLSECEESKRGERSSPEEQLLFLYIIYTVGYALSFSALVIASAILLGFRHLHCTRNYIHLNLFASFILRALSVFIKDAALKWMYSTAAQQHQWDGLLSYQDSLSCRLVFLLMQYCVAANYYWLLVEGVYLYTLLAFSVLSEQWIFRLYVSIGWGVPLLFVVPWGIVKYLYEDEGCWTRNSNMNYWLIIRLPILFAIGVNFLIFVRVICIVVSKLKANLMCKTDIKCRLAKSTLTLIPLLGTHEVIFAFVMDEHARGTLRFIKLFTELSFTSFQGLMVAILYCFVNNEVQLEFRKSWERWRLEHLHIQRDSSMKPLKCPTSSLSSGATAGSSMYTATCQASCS
# aSyn rescue = alpha-synuclein toxicity inhibition in yeast; AID 652106; 0.14% of 370,000 active; Potency, µM (series often up to 46.1 µM), without a hit: at the top dose growth rescue (activation), actives largely listed as activators; Yeast expressing alpha-synuclein, growth rescue, BacTiter-Glo, 24 h; note: potency is the fitted concentration of half-maximal effect; % of control where 0% means no effect; nearly all actives have a fitted effect of over 65% in size
#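 Rescue of yeast growth: cells expressing toxic alpha-synuclein, induced in galactose at OD600 0.02, incubated with compound 24 h at 30 C. ATP luminescence quantified growth; inhibitors of toxicity appear as activators.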
# GLP-1R inv ag = GLP-1 receptor (human) inverse agonism | HEK293 GLP-1R CRE-luciferase, luminescence, 24 h; GLP-1R form is constitutively active | Potency, µM (series often up to 38.3 µM), without a hit: at the highest dose activity change, negative = inhibition, hits mostly inhibitors | 1.6% of 410,000 active | AID 624417; note: potency is the fitted concentration of half-maximal effect; % is set by controls: 0 for no effect and ±100 for the full control effect; nearly all actives have a fitted effect of over 55% in size
#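 Using stably transfected HEK293 (constitutively active GLP-1R, cAMP-luciferase reporter), compounds were incubated 24 hr and luciferase measured by luminescence.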
# GLP1R cytotox = cytotoxic in the GLP-1 receptor inverse agonist counter-screen. HEK293 cAMP-luciferase reporter cells, luminescence, 24 h. Potency, µM (series often up to 38.3 µM), without a hit: at the highest dose activity change, negative = inhibition, hits mostly inhibitors. 0.13% of 410,000 active;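 note: loss of luciferase light is scored as toxicity; potency is the fitted concentration of half-maximal effect; % is set by controls: 0 for no effect and ±100 for the full control effect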
#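 A 23 nL compound transfer followed 12 hours of cell culture at 37 deg C; exposure then lasted 24 hr. Luciferase assay detection reagent was dispensed and plates read for luminescence after a 12 min room-temperature wait.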
# DRD3 agonist = D3 dopamine receptor (human) agonism | D3R DiscoveRx beta-arrestin cells, luminescence, 90 min | AID 652048 | max activation, % | P35462 | 0.58% of 410,000 active; in the data active = max activation above about 30%; note: 0% is about no effect; mostly tested at two doses, the higher about 12 µM
#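 Agonist-mode cell screen: cells plated at 1500/well and incubated overnight at 37 °C, then exposed to library compounds for 90 min at 37 °C. Detection reagent was added for 30–60 min at room temperature, and luminescence was read.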
# An asterisk follows results filed as active; i = inactive; u = inconclusive; x = not tested or not shown; [ ] = remark or other dose. Unless noted, calls come from the whole dose curve; as a rule, active = well fitted curve in the direction sought with a large enough effect; inconclusive = small, poorly fitted or top-dose-only effect, or another doubt; inactive = no such curve, though single readings can be large; an effect the other way counts as inactive or inconclusive. An excerpt; the hit share may differ from the screen's.
SMILES,PTHR1 ag,DRD3 antagonist,TDP43 rescue,KB-V1 cytotox,GLP-1R agonist,aSyn rescue,GLP-1R inv ag,GLP1R cytotox,DRD3 agonist
O=C(CCc1nnc(Cc2c[nH]c3ccccc23)o1)NCC1CC12CCCCC2 (stereo not given),i,u,-13%[0.397 µM],-8%,21%,6%,u,-2%,-12
CCOC(=O)Cn1c(=O)c2c(nc(Br)n2CC(=O)OCC)n(C)c1=O,i,-5,-4%,3%,-12%,-4%,0%,6%,1
CC(=O)CC1(C)OC(N)=C(C#N)C1(C#N)C#N (stereo not given),-7%,-8,-10%,16%,5%,2%,24%,0%,-2
NS(=O)(=O)c1ccc(CCNC(=O)CSc2nc3ccccc3c3nc(CCN4CCCCC4)nn23)cc1,-11%,-3,-11%[0.397 µM],-9%,5%,1%,24%,-10%,-14
COc1ccc(C2=NOC(C(=O)NCCCN3CCOCC3)C2)cc1 (stereo not given),i,5,-8%,4%,-9%,0%,-5%,2%,4
Cc1ccc(S(=O)(=O)/C(C#N)=C/c2c(N3CCC(C(N)=O)CC3)nc3ccccn3c2=O)cc1,-25%[57.5 µM],u,-5%,u,7%,-6%,6%,4%,-3
CC1(CCc2ccccc2)NC(=O)N(CC(=O)Nc2ccc(OC(F)F)cc2)C1=O (stereo not given),i,13,10%,21µM*,3%,2%,u,u,0
CCC1CCCCN1C(=S)Nc1ccc(S(=O)(=O)Nc2ncccn2)cc1 (stereo not given),-10%,-21,-16%,x,-4%,3%,13%,4%,-13
COC(=O)c1ccc2nc(-c3ccc(F)cc3)c(Cc3ccccc3C(F)(F)F)n2c1,i,8,15%,u,-1%,9%,2%,3%,2
CC(=O)N1CCN(C(=O)CSc2cc(C)c(Br)cc2C)CC1,7%,5,19%,0%,2%,-9%,-23%,-3%,-1
CC1(C(=O)NS(=O)(=O)c2cccs2)CCN1C(=O)CC1CCCC1 (stereo not given),i,14,20%,-1%,-4%,0%,-13%,2%,8
O=C(Nc1ccccc1)C1CCCN(S(=O)(=O)c2ccc(-n3cnnn3)cc2)C1 (stereo not given),-1%,21,6%,5%,-14%,x,9%,3%,2

# A few values from above.
# `COC(=O)c1ccc2nc(-c3ccc(F)cc3)c(Cc3ccccc3C(F)(F)F)n2c1` – GLP-1R inv ag: 2%
# `CC(=O)CC1(C)OC(N)=C(C#N)C1(C#N)C#N` (stereo not given) – DRD3 antagonist: -8
# `CC(=O)N1CCN(C(=O)CSc2cc(C)c(Br)cc2C)CC1` – aSyn rescue: -9%

# Whole records as entered above. Order of screens: PTHR1 ag | DRD3 antagonist | TDP43 rescue | KB-V1 cytotox | GLP-1R agonist | aSyn rescue | GLP-1R inv ag | GLP1R cytotox | DRD3 agonist
# CC(=O)N1CCN(C(=O)CSc2cc(C)c(Br)cc2C)CC1 across the screens: 7% | 5 | 19% | 0% | 2% | -9% | -23% | -3% | -1
# CC1(CCc2ccccc2)NC(=O)N(CC(=O)Nc2ccc(OC(F)F)cc2)C1=O (stereo not given) across the screens: i | 13 | 10% | 21µM* | 3% | 2% | u | u | 0

# (further entries)
SMILES,PTHR1 ag,DRD3 antagonist,TDP43 rescue,KB-V1 cytotox,GLP-1R agonist,aSyn rescue,GLP-1R inv ag,GLP1R cytotox,DRD3 agonist
O=C(Nc1ccc(Oc2ncnc3cc(Cl)ccc23)nc1)Nc1cccc(C(F)(F)F)c1,-8%,-6,8%,10%,2%,-5%,14%,-4%,-3
Cc1csc(Nc2ccc(C(=O)O)cc2)n1,i,15,13%,-6%,-3%,1%,15%,5%,-9
CCCCn1c(N)c(N(CCC(C)C)C(=O)C2CC(=O)N(c3ccc4c(c3)OCCO4)C2)c(=O)[nH]c1=O (stereo not given),7%,1,-18%,-9%,1%,-6%,-1%,0%,6
COc1ccc(Cc2c(Cl)ncnc2Cl)cc1,-5%,-21,u,-24%,21%,0%,u,2%,3
C=COc1ccc(N2C(=O)c3ccccc3OC2C)cc1 (stereo not given),-19%,-22,4%,7%,5%,-7%,u,11%,-7
Cc1ccc(S(=O)(=O)NCCC(=O)NC2CCCCCC2)cc1C,-23%,-1,8%,18µM*,-15%,13%,u,-20%,-7
COc1ccc(/C=N/NC(=O)C(=O)/C=C2\NC3(CCCC3)Cc3ccccc32)cc1,-14%,7,23%,u,-6%,0%,u,-18%,0
COCCc1ncc(CN2CCC(C(=O)Nc3ccc(-n4cccn4)cc3)CC2)cn1,i,6,24%,10%,0%,8%,4%,-1%,2
NC(=O)c1ccc[n+](Cc2ccc(-c3ccccc3)cc2)c1,-16%,-14,1%,1%,-5%,13%,-27%,-7%,0
O=C(Nc1ccc(N2CCOCC2)cc1)c1cc(-n2cnnc2)ccc1Cl,-24%,0,8%,u,0%,-3%,7%,9%,-2
CCN(CC)CCN(C(=O)Cn1nnc(-c2ccc(C)o2)n1)C(C(=O)NC1CCCC1)c1ccc(F)cc1 (stereo not given),i,-6,-10%,-1%,10%,2%,u,-11%,-1
COc1cccc(Oc2cc(Cl)nc(N)n2)c1,i,-2,21%,4%,6%,-3%,90%[activator],-4%,4

# Four structures from above, sorted by count of non-hydrogen atoms, largest number first:
SMILES,PTHR1 ag,DRD3 antagonist,TDP43 rescue,KB-V1 cytotox,GLP-1R agonist,aSyn rescue,GLP-1R inv ag,GLP1R cytotox,DRD3 agonist
CCCCn1c(N)c(N(CCC(C)C)C(=O)C2CC(=O)N(c3ccc4c(c3)OCCO4)C2)c(=O)[nH]c1=O (stereo not given),7%,1,-18%,-9%,1%,-6%,-1%,0%,6
COCCc1ncc(CN2CCC(C(=O)Nc3ccc(-n4cccn4)cc3)CC2)cn1,i,6,24%,10%,0%,8%,4%,-1%,2
Cc1ccc(S(=O)(=O)NCCC(=O)NC2CCCCCC2)cc1C,-23%,-1,8%,18µM*,-15%,13%,u,-20%,-7
C=COc1ccc(N2C(=O)c3ccccc3OC2C)cc1 (stereo not given),-19%,-22,4%,7%,5%,-7%,u,11%,-7

# New compounds follow
SMILES,PTHR1 ag,DRD3 antagonist,TDP43 rescue,KB-V1 cytotox,GLP-1R agonist,aSyn rescue,GLP-1R inv ag,GLP1R cytotox,DRD3 agonist
CCC(Br)C(=O)Nc1ccc(OC)cc1 (stereo not given),-4%,-7,-5%[0.397 µM],10%,0%,-6%,24%,3%,2
CN(CCc1ccccn1)C(=O)CCc1nnc(CCCc2ccccc2)o1,-11%,-5,-3%,-11%,11%,-2%,20%,1%,-5
N#Cc1ccsc1NC(=O)CCS(=O)(=O)c1ccccc1,-4%,-17,9%,-4%,11%,-2%,74%[activator],20%,-8
O=C(Nc1cccc(-n2cnnn2)c1)c1ccc(OC(F)(F)F)cc1,-19%,-5,-3%,9%,5%,-1%,u,-7%,-14
Cc1ccc(S(=O)(=O)N2CCCCC2)cc1C(=O)NCc1ccccn1,i,1,10%,11%,7%,0%,-30%,-1%,0
COc1ccc(OC)c(NC(=O)C(Cc2ccccc2)NS(=O)(=O)c2ccc3c(c2)CCC(=O)N3)c1 (stereo not given),i,x,-3%,u,0%,x,-7%,2%,-9
Cc1cnc([N+](=O)[O-])n1CCOC(=O)NC(=O)c1c(F)cccc1F,i,10,2%,12%,-1%,3%,35%[activator],19%,1
COc1ccccc1C(=O)N=Nc1c(O)[nH]c2ccc([N+](=O)[O-])cc12,-11%,-1,0%,u,4%,0%,0%,1%,-6
COc1ccc(-n2nc(C(=O)NCC(=O)N3CCCC3)c3ccccc3c2=O)c(OC)c1,-8%,-30,-20%,-33%,1%,0%,-11%,-7%,-22
Cc1csc2nc(COC(=O)c3ccccc3NC(=O)c3cccc(Br)c3)cc(=O)n12,-55%[inhibitor],x,23%,x,x,x,u,-9%,14
CCOC(=O)c1c(NC(=O)c2cccs2)sc(C)c1CC,u,16,2%,-4%,21%,1%,0%,48%[activator],-1
CCOC(=O)C1=C(O)C(=O)N(c2ccc(S(N)(=O)=O)cc2)C1c1ccc(OC)cc1OC (stereo not given),i,-8,-6%,6%,-4%,2%,-17%,8%,1
S=C(NCCCN1CCOCC1)N1CCN(c2cccc(Cl)c2)CC1,-26%,1,3%,u,0%,8%,u,7%,-14
Cc1ccc([N+](=O)[O-])cc1NC(=O)CN1CCCCC1,-20%[57.5 µM],-78*,-1%,2%,11%,4%,-29%,13%,-3
Cc1cccc(NC(c2cccc(F)c2)c2ccc3ccc(C)nc3c2O)n1 (stereo not given),i,x,-5%,x,x,x,0%,-10%,-27
CC1(C)CC[C@]2(C(=O)O)[C@H](O)C[C@]3(C)C(=CCC4[C@@]5(C)C[C@H](O)[C@H](O)[C@@](C)(CO)C5CC[C@]43C)[C@@H]2C1 (stereo not given in full),-17%,14,3%,4%,6%,-1%,-17%,1%,-6
